Screening results deposited in PubChem by National Center for Advancing Translational Sciences (NCATS).
SW480 rerep: A quantitative high throughput screen for small molecules that induce DNA re-replication in SW480 colon adenocarcinoma cells; SW480 DNA re-replication, Hoechst DNA content imaging, 48 h; 1.8% of 340,000 active; Potency, µM (series often up to 46.1 µM), inactives show top-dose re-replication activation, actives largely listed as activators; further: potency means the concentration at half of the fitted maximal effect; % of control where 0% means no effect; nearly all actives have a fitted effect of over 55% in size
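SW480 cells exposed to compounds for 48 hr at 37 C, 5% CO2, then Hoechst-stained 40 min. Nuclear DNA content imaged by fluorescence scanning (405 nm excitation, 500-530 nm emission); re-replication scored as increased high-intensity nuclei.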
MCF10A rereplic: A quantitative high throughput screen for small molecules that induce DNA re-replication in MCF 10a normal breast cells; MCF 10A DNA re-replication, Hoechst nuclear intensity, 48 h; Potency, µM (doses to about 46.1 µM), for inactives: at the highest dose activity, positive = re-replication, actives largely listed as activators; 2.9% of 350,000 active; further: potency means the concentration at half of the fitted maximal effect; % of control where 0% means no effect; nearly all actives have a fitted effect of over 50% in size
KB-V1 cytotox: qHTS assay for MDR1-selective chemotherapeutics: Primary screen using the drug-selected MDR subline cells KB-V1; Potency, µM (series often up to 46.1 µM), inactives show top-dose activity change, negative = cytotoxicity, hits mostly cytotoxic; KB-V1 MDR cells viability, CellTiter-Glo, 72 h; 3.4% of 400,000 active; further: potency means the concentration at half of the fitted maximal effect; on the % scale 0 is the no-effect control and ±100 the full control effect; nearly all actives have a fitted effect of over 60% in size
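Luminescent ATP read-out (CellTiter-Glo, 10 min) measures survival of drug-selected KB-V1 MDR cells after 72 h, 37 degrees C compound exposure. Medium: phenol-red-free DMEM, 10% FBS. Values from fitted concentration-response curves.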
HT1080-NT tox: qHTS for induction of synthetic lethality in tumor cells producing 2HG: qHTS for the HT-1080-NT fibrosarcoma cell line. HT-1080-NT fibrosarcoma viability, CellTiter-Glo ATP luminescence, 48 h. Potency, µM (top dose mostly 46.1 µM), inactives show at the highest dose activity, negative = less viability, usual class: cytotoxic. 1.6% of 360,000 active. AID 686970, 2013;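 further: NT is the 2HG producing partner of a matched IDH1 knockdown line; potency means the concentration at half of the fitted maximal effect; 0% = DMSO-treated cells and -100% = media-only wells without cells; nearly all actives have a fitted effect of over 55% in size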
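Viability by CellTiter-Glo luminescence after 48 h compound exposure at 37C of HT-1080-NT cells (750/well, RPMI, 5% FBS). % activity scaled between DMSO wells and medium-only wells, then curve-fitted and categorized by curve class.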
D3 ag: qHTS of D3 Dopamine Receptor Agonist: qHTS; 0.58% of 410,000 active; D3R DiscoveRx beta-arrestin cells, luminescence, 90 min; max activation, %; AID 652048, 2013; D(3) dopamine receptor (Homo sapiens), P35462; in the data active means max activation above about 30%; further: 0% is about no effect; mostly tested at two doses, the higher about 12 µM
Target sequence (P35462 whole entry, looked up): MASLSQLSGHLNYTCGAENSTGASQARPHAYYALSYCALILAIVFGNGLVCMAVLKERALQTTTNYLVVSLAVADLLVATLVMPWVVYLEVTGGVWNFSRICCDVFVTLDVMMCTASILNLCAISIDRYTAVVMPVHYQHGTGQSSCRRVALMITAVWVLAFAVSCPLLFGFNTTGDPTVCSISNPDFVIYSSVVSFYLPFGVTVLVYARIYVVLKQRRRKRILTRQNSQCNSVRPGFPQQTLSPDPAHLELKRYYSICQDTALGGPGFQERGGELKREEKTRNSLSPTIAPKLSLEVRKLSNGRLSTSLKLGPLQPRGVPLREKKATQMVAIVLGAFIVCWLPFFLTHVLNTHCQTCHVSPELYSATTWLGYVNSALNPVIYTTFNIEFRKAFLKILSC
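Agonist-mode cell screen: cells plated at 1500/well and incubated overnight at 37 °C, then exposed to library compounds for 90 min at 37 °C. Detection reagent was added for 30–60 min at room temperature, and luminescence was read.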
KB-3-1 tox: qHTS assay for MDR1-selective chemotherapeutics: Primary screen using the parental adenocarcinoma cell KB-3-1 | 1.4% of 400,000 active | Potency, µM (titrated, usually from 46.1 µM), without a hit: top-dose activity change, negative = cytotoxic, hits mostly cytotoxic | KB-3-1 viability, CellTiter-Glo ATP luminescence, 72 h; further: potency means the concentration at half of the fitted maximal effect; on the % scale 0 is the no-effect control and ±100 the full control effect; nearly all actives have a fitted effect of over 60% in size
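Multi-concentration cytotoxicity screen in KB-3-1 cells grown in DMEM lacking phenol red with 10% FBS. After 72 h at 37 °C with compound, ATP-dependent luminescence was recorded.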
GLP1R cytotox: qHTS of GLP-1 Receptor Inverse Agonists: Cytotox Screen | HEK293 cAMP-luciferase reporter cells, luminescence, 24 h | Potency, µM (doses to about 38.3 µM), inactives show at the top dose activity change, negative = inhibition, usual class: inhibitors | 0.13% of 410,000 active;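 further: loss of luciferase light is scored as toxicity; potency means the concentration at half of the fitted maximal effect; on the % scale 0 is the no-effect control and ±100 the full control effect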
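To flag toxic compounds, the library was rerun on cells for 24 hr at 37 deg C and 5% CO2. Viability-linked luminescence was captured 12 min after adding luciferase detection reagent.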
HT1080 IDH1KD tx: qHTS for induction of synthetic lethality in tumor cells producing 2HG: qHTS for the HT-1080-IDH1KD cell line; Potency, µM (highest dose often 46.1 µM), without a hit: at the highest dose activity, negative = toxicity, actives largely listed as cytotoxic; HT-1080 IDH1 knockdown viability, ATP luminescence, 48 h; 2% of 360,000 active;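 further: potency means the concentration at half of the fitted maximal effect; 0% = DMSO wells and -100% = cell-free medium wells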
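% activity derives from luminescence (CellTiter-Glo), normalised to DMSO and no-cell wells. HT-1080-IDH1KD cells, 750/well, had 48 h compound exposure at 37 °C.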
IL1B secr inh: qHTS for Inhibitors of Inflammasome Signaling: IL-1-beta AlphaLISA Primary Screen; 4.7% of 360,000 active; AID 743279, 2014; activity change, % at 57.5 µM; THP-1 LPS/ATP IL-1B secretion, AlphaLISA, 16 h; stronger effect = lower value; in the data active means activity change below about -50%; inconclusive means mostly about -30% to -49%; further: on the % scale 0 is the no-effect control and ±100 the full control effect
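Secreted IL-1B measured by AlphaLISA bead assay after 16 h compound exposure of THP-1 cells; compounds (final up to 57.5 uM) added 1 h before LPS (250 ng/mL) and ATP (1.25 mM) stimulation; lower signal means less secretion.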
An asterisk follows results filed as active; ? = inconclusive; . = no result given; [ ] = another dose, or the depositor's remark. Unless noted, the call rests on the fitted dose curve; in most records, active means well fitted curve in the direction sought with a large enough effect; inconclusive means small, poorly fitted or top-dose-only effect, or another doubt; inactive means no such curve, though single readings can be large; an effect the other way counts as inactive or inconclusive.

no.	mol	SW480 rerep	MCF10A rereplic	KB-V1 cytotox	HT1080-NT tox	D3 ag	KB-3-1 tox	GLP1R cytotox	HT1080 IDH1KD tx	IL1B secr inh
1	COc1ccc(NC(=O)N(C)[C@H]2C[C@H]3c4[nH]c5ccc(-c6ccc(OC)cc6)cc5c4CCN3C(=O)[C@H]2[C@H](C)O)cc1	.	.	-1.6%	23.1µM*	0.3	?	?	16.4µM*	0.0
2	CCn1c(SCC(=O)Nc2ccc3c(c2)OCO3)nc2ccccc21	-1.3%	13.9%	?	-7.3%	3.0	6.5%	-10.5%	-14.5%	-12.4
3	Cc1cc(F)ccc1NC(=O)CN1C(=O)CCc2cc(S(=O)(=O)N3CCOCC3)ccc21	.	.	28.9%	.	8.1	11.3%	-1.4%	.	.
4	COc1nc(-c2ccccc2)ccc1-c1noc(-c2cccs2)n1	15.8%	?	-14.3%	-4.4%	1.9	-5.3%	-1.1%	-3.7%	30.1
5	Cc1c(C(=O)NCc2ccc3c(c2)OCCO3)sc(=O)n1Cc1ccc(C(=O)N(C)C)cc1	.	.	?	2.3%	1.7	?	-1.4%	-2.5%	19.9
6	CCOC(=O)N1CC(C)N(C(=S)Nc2ccccc2)CC1C (stereo not drawn)	-0.4%	4.1%	-1.6%	0.2%	2.7	4.6%	-2.0%	0.0%	25.6
7	CN(Cc1nnc(SCC(=O)NCCc2ccccc2)n1C)S(=O)(=O)c1ccccc1	-0.3%	-1.9%	-3.0%	13.3%	1.6	-2.1%	0.5%	6.9%	8.9
8	COc1cc(CSc2nc(-c3ccccc3)cc(=O)[nH]2)cc(OC)c1	-23.7%	?	-24.0%	-8.5%	9.9	-17.0%	-6.0%	-29.4%	-5.5
9	CC(=O)N1CCn2c3c(c4cc(C)ccc42)CCCC31 (stereo not drawn)	1.1%	3.7%	6.8%	7.6%	2.1	-0.3%	7.2%	10.3%	-11.3
10	CCOc1cccc(C2C(C(=O)c3cccs3)=C(O)C(=O)N2Cc2cccnc2)c1 (stereo not drawn)	1.5%	2.0%	29.6%	25.0%	-5.3	-3.7%	-7.5%	-0.5%	3.8
11	COc1ccc(OC)c(NC(=O)CCn2cccn2)c1	.	.	1.8%	.	5.7	7.6%	0.7%	.	.
12	Cc1ccc(CN2CCN(/N=C/c3ccc(C(=O)O)cc3)CC2)c(C)c1	-18.4%	-0.2%	15.4%	-5.6%	3.0	-22.2%	2.9%	-20.9%	15.1
13	C#CCOC(=O)Nc1ccc(=O)n(Cc2c(Cl)cccc2Cl)c1	-19.6%	2.9%	0.0%	-4.0%	-6.3	-0.4%	6.2%	-2.3%	48.7
14	CCOC(=O)c1csc(-n2nc(C)cc2C(F)(F)F)n1	-53.2%	?	?	12.6%	-6.8	5.8%	-6.6%	13.9%	25.1
15	O=C(COc1ncnc2sccc12)NC1CCCCC1	-57.8%[inhibitor]	-2.4%	18.5%	10.5%	4.6	-0.3%	1.4%	8.5%	33.3
16	Cc1ccc(NC(=O)C2(C)CCN2CCc2ccccc2)cc1 (stereo not drawn)	.	.	-20.2%	-22.2%	-9.3	3.6%	6.3%	-9.9%	0.0
17	COc1ccc(CCC(C)NCc2ccc(F)cc2)cc1 (stereo not drawn)	-6.2%	12.9%	?	-16.3%	-7.5	1.4%	0.6%	-9.2%	-2.8
18	COC(=O)c1nc2ccc(C)cn2c1F	-0.8%	-2.7%	-0.1%	3.5%	0.2	0.9%	-0.2%	2.5%	-13.7
19	O=C(CCN1C(=O)/C(=C/c2cccc(Br)c2)SC1=S)Nc1cccnc1	-5.1%	-6.9%	?	5.4%	2.4	0.8%	1.7%	2.9%	16.7
20	COC(=O)c1ccc2c(=O)n(CC3CCCO3)c(SCC(=O)Nc3ccccc3OC)nc2c1 (stereo not drawn)	4.5%	7.2%	3.26µM*	3.1%	2.6	18.5%	-8.1%	2.9%	9.5

Random excerpt: two records from the list.
no.	mol	SW480 rerep	MCF10A rereplic	KB-V1 cytotox	HT1080-NT tox	D3 ag	KB-3-1 tox	GLP1R cytotox	HT1080 IDH1KD tx	IL1B secr inh
11	COc1ccc(OC)c(NC(=O)CCn2cccn2)c1	.	.	1.8%	.	5.7	7.6%	0.7%	.	.
5	Cc1c(C(=O)NCc2ccc3c(c2)OCCO3)sc(=O)n1Cc1ccc(C(=O)N(C)C)cc1	.	.	?	2.3%	1.7	?	-1.4%	-2.5%	19.9

2 compounds from above with just HT1080 IDH1KD tx.
| cpd | Structure | HT1080 IDH1KD tx |
| --- | --- | --- |
| 19 | O=C(CCN1C(=O)/C(=C/c2cccc(Br)c2)SC1=S)Nc1cccnc1 | 2.9% |
| 18 | COC(=O)c1nc2ccc(C)cn2c1F | 2.5% |

(further entries)
no.	mol	SW480 rerep	MCF10A rereplic	KB-V1 cytotox	HT1080-NT tox	D3 ag	KB-3-1 tox	GLP1R cytotox	HT1080 IDH1KD tx	IL1B secr inh
21	CSCC[C@H](NC(=O)c1ccc(OCC2CCCO2)cc1)c1nc2ccccc2[nH]1 (stereo partly drawn)	-1.7%	0.6%	-20.0%	3.3%	-0.4	?	8.2%	3.2%	-16.6
22	O=C1NC(=S)N/C1=C\c1ccc(Oc2ccc(C(F)(F)F)cc2[N+](=O)[O-])c(Cl)c1	1.3%	-7.9%	-4.6%	8.5%	-2.5	-4.3%	-19.5%	9.6%	-5.1
23	Clc1ccc(Cc2noc(CN3CCN(c4ccccc4)CC3)n2)c(Cl)c1	19.9%	0.2%	?	-26.0%	0.3	5.7%	34.6%	-3.4%	?
24	Cc1ccnc(NC(=O)c2ccc(OCC3CCCO3)cc2)c1 (stereo not drawn)	?	-7.6%	?	?	-1.6	?	-12.7%	?	-16.7
25	N#Cc1cc2cc3c(cc2nc1N1CCCCC1)OCCO3	?	?	-30.7%	-0.5%	-4.0	-0.7%	51.4%[activator]	-2.3%	-10.6
26	CC(C)c1ccc(S(=O)(=O)N2CCN(C(C)C(=O)NC3CCCC3)CC2)cc1 (stereo not drawn)	-5.5%	18.7%	?	-0.8%	-1.0	-9.0%	-7.4%	-5.5%	-8.9
27	CC(C)(C)OC(=O)N(Cc1ccccc1)Cc1ccccc1OCc1ccc(NC(=O)C2CCC2)cc1	?	?	?	-14.5%	-29.4	0.0%	-17.8%	-24.8%	-67.7*
28	COc1ccccc1CN1C[C@@H]2C[C@@H](c3ccc(C)cc3)N3CCC[C@@]23C1=O	-0.2%	?	?	-8.2%	-10.8	21.1%	12.5%	-16.6%	-28.0
29	COc1cccc(OCCCn2ccnc2)c1	-3.8%	1.9%	-5.6%	-1.7%	5.6	2.3%	-4.0%	-2.4%	-13.8
30	CN1C[C@@H]2C(c3ccc(Cl)nc3)C3(c4ccc(C#N)cc4)CC2(C3)[C@H]1c1ccccc1 (stereo partly drawn)	-3.1%	-3.1%	2.3%	-9.8%	-15.3	-11.9%	-3.1%	-7.2%	-1.5
31	COc1ccccc1N1CCN(S(=O)(=O)c2ccc(F)cc2)CC1	-0.1%	0.1%	13µM*	0.8%	-0.1	-14.1%	7.9%	-24.9%	-20.1
32	Cc1[nH]c2ccccc2c1/C=N\NC(=O)Cn1nnc(-c2ccccc2)n1	-8.5%	-5.8%	-10.1%	-0.7%	-2.5	1.9%	-3.2%	6.7%	12.9
33	Cc1ccc(C(=O)Nc2ccccc2N2CCCC2)cc1S(=O)(=O)N1CCOCC1	-32.6%	16.6%	-9.7%	0.7%	-1.1	-0.8%	23.5%	-1.3%	-0.7
34	CC(C)c1ccc(NC(=O)Nc2nc(C(N)COCc3ccccc3)cs2)cc1 (stereo not drawn)	.	.	?	20.6µM*	5.4	?	?	?	?
35	O=S(=O)(Nc1cccc(S(=O)(=O)N2CCCCC2)c1)c1ccc(Cl)s1	-73.3%	-0.5%	-19.1%	-7.8%	-20.7	-0.1%	-5.3%	-27.0%	30.5
36	CCOC(=O)C1=C(COC(=O)/C=C/c2ccc(OC)c(OC)c2)NC(=O)NC1C (stereo not drawn)	2.6%	0.1%	-27.6%	-1.6%	-4.8	5.0%	8.2%	9.3%	-2.5
37	Cc1nn(CCC(N)=S)c2nc(-c3cccs3)cc(C(F)(F)F)c12	-13.6%	?	-22.5%	-11.8%	-10.9	-25.9%	-15.9%	-24.7%	-2.6
38	O=C(CSc1n[nH]c(-c2ccccc2)n1)N1CCN(c2ccccc2F)CC1	.	.	13.7%	.	2.8	1.5%	19.0%	.	.
39	O=C(c1ccc(Br)o1)N1CCN(c2ccccc2F)CC1	-12.5%	831.4%[0.0737 µM]	-9.7%	8.7%	-3.4	-1.0%	-10.4%	28.7%	-21.0
40	CCC(C)NS(=O)(=O)c1ccc(NC(=O)c2cccs2)cc1 (stereo not drawn)	4.4%	-0.7%	-12.9%	-12.2%	-0.9	-25.5%	8.6%	-3.6%	11.6
41	O=C(O)CCc1nc(-c2ccc(Cl)cc2)no1	-4.4%	-2.2%	1.2%	-7.1%	7.8	2.0%	12.5%	2.5%	29.5
42	COc1ccc(CCNC(=S)NC2CCN(Cc3ccccc3)CC2)cc1	-2.7%	8.6%	?	-1.6%	-19.8	-7.9%	-15.4%	-7.2%	?
43	COc1ccc(C2NC(=O)N(C)C3=C2C(=O)N(c2cccc(C(=O)O)c2)C3)cc1 (stereo not drawn)	.	.	6.6%	.	-5.7	10.9%	5.5%	.	.
44	COc1ccc(C(CNC(=O)c2[nH]c(C)c(C(C)=O)c2C)N2CCOCC2)cc1 (stereo not drawn)	-1.2%	21.3%	4.5%	1.4%	1.6	-0.8%	-27.0%	14.0%	8.2
